TAAR1 ag: human TAAR1 agonists, primary screen, Fluo-8 calcium fluorescence, CHO RD-HGA16 cells | vehicle wells 0%, saturating PEA agonist 100% | activation, % at 3 µM | AID 624467, 2012 | hit rate 0.99% among 360,000 | Trace amine-associated receptor 1 (Homo sapiens), Q96RJ0;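 active means activation above the mean activation of all test compounds in the run plus 3 SD, cut at about 38% in these data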
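System: CHO-derived RD-HGA16 cells with stable Gα16 and human TAAR1 / Times: 17-24 h plating, Fluo-8 75 min 37 °C, 30 min RT / Technique: calcium-sensitive Fluo-8 signal, excitation 470-495, emission 515-575 nm / Measure: % activation relative to PEA EC100 response / Benchmarks: DMSO and PEA EC100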
CHRM4 agonist: human M4 muscarinic receptor agonists, primary screen, CHO-K1 cells, Fluo-8 calcium fluorescence | Muscarinic acetylcholine receptor M4 (Homo sapiens), P08173 | CHO-K1 hM4/Gqi5; vehicle 0%, full acetylcholine response 100% | activation, % at 3 µM | hit rate 0.14% among 360,000;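 active means activation above the run mean over all test wells plus 3 SD, cut at about 32% in these data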;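 further: peak over basal fluorescence ratio per well then scaled between controls; 0% = DMSO wells and 100% = acetylcholine at EC100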
Target sequence (P08173 whole entry, looked up): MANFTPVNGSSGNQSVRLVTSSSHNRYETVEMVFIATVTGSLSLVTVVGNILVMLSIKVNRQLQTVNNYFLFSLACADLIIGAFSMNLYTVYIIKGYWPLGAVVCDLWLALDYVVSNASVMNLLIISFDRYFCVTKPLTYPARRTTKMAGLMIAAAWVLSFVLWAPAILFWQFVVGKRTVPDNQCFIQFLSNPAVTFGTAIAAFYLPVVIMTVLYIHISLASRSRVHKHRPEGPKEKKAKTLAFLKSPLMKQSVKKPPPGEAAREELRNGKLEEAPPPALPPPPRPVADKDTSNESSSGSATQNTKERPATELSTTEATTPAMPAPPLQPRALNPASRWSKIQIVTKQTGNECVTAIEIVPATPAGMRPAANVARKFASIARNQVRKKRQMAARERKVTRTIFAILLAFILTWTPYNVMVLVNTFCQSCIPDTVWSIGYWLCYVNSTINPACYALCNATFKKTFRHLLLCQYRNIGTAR
M5 ag: human M5 muscarinic receptor agonists, primary screen, CHO-K1 cells, Fluo-8 calcium fluorescence; Muscarinic acetylcholine receptor M5 (Homo sapiens), P08912; CHO-K1 hM5 cells; 0% DMSO wells, 100% maximal acetylcholine response; activation, % at 3 µM; hit rate 0.19% among 360,000;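 active means activation above the run's mean over test compounds plus 3 SD, cut at about 23% in these data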;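 further: signal is peak over basal fluorescence ratio across the kinetic read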
Target sequence (P08912 whole entry, looked up): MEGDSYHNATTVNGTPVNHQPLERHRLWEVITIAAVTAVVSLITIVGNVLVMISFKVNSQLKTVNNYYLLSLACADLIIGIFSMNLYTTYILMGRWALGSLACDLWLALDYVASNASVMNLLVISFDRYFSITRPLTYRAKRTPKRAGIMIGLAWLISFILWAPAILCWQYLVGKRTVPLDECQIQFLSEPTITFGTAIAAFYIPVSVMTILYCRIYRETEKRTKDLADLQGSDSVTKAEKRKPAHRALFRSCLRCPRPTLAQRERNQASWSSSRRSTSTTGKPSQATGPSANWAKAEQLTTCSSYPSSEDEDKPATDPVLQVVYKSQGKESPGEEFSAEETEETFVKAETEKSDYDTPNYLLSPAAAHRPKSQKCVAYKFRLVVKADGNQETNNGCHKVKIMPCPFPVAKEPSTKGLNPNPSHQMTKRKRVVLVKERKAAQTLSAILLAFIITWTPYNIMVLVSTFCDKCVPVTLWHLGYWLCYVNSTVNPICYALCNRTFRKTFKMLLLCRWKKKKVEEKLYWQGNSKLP
CHRM4 antagonist: human M4 muscarinic receptor antagonists, primary screen, CHO cells, Fluo-8 calcium fluorescence. CHO-hM4 cells, ACh EC80. inhibition, % at 3 µM. hit rate 0.73% among 360,000. AID 624125, 2012;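 active means inhibition above its plate's cutoff, the mean inhibition of sample wells plus 3 SD, cut at about 27% in these data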;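 further: 0% = acetylcholine EC80 with DMSO and 100% = DMSO without agonist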
M5 antag: human M5 muscarinic receptor antagonists, primary screen, CHO cells, Fluo-8 calcium fluorescence | Muscarinic acetylcholine receptor M5 (Homo sapiens), P08912 | CHO-hM5 cells, ACh EC80 | inhibition, % at 3 µM | hit rate 0.59% among 360,000;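 active means inhibition above a per-plate cutoff, the mean of that plate's test compounds plus 3 SD, cut at about 27% in these data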;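 further: 0% = acetylcholine EC80 with DMSO and 100% = DMSO without agonist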
M1 ag: human M1 muscarinic receptor agonists, primary screen, Fluo-8 calcium fluorescence, CHO-K1 cells, HTS; Muscarinic acetylcholine receptor M1 (Homo sapiens), P11229; CHO-K1 hM1, agonist mode; 0% DMSO, 100% acetylcholine EC100; activation, % at 3 µM; hit rate 0.33% among 360,000;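 active means activation above the run's mean compound activation plus 3 SD, cut at about 16% in these data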;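 further: peak over basal fluorescence ratio within a 140 s kinetic read after compound addition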
CHRM5 PAM: human M5 muscarinic receptor positive allosteric modulators, primary screen, CHO-K1 cells, Fluo-8 calcium fluorescence; Muscarinic acetylcholine receptor M5 (Homo sapiens), P08912; CHO-K1 hM5, ACh EC20 PAM; 0% = ACh EC20, 100% = ACh EC100; activation, % at 3 µM; hit rate 0.3% among 360,000; AID 624038, 2012;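 active means activation above the run cutoff, the mean activation of all test compounds plus 3 SD, cut at about 18% in these data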
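system = human M5 receptor in CHO-K1 cells | reagent = EC20 acetylcholine as agonist stimulus | compound dosing = single-point, 3 µM nominal | incubation = Fluo-8 loading 80 min at 37 °C plus 30 min room temperature | detection = Fluo-8 calcium dye fluorescence, kinetic read | benchmarks = low control EC20 acetylcholine (0%), high control EC100 acetylcholine (100%)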
CHRM1 PAM: human M1 muscarinic receptor positive allosteric modulators, primary screen, CHO-K1 cells, Fluo-8 calcium fluorescence, 1536-well; Muscarinic acetylcholine receptor M1 (Homo sapiens), P11229; CHO-K1 hM1, ACh EC20; 0% = ACh EC20, 100% = maximal ACh; activation, % at 3 µM; hit rate 0.088% among 360,000; AID 588819, 2011; in the data active means activation above about 19%, passing the limit was not always enough
M1 antag: human M1 muscarinic receptor antagonists, primary screen, CHO-K1 cells, Fluo-8 calcium fluorescence, 1536-well; Muscarinic acetylcholine receptor M1 (Homo sapiens), P11229; CHO-K1 hM1, ACh EC80 antagonist; hit rate 1.3% among 360,000; inhibition, % at 3 µM;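 active means percent inhibition above its own plate's cutoff, namely the mean of that plate's compound wells plus 3 SD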;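 further: peak over basal fluorescence ratio during 140 s after agonist addition; 0% = ACh EC80 plus DMSO and 100% = DMSO alone without agonist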
Active calls of the source: *; . = not tested or not shown. A portion of the library; count on the stated rates, not on these rows.

structure,CHRM4 agonist,M1 ag,M5 ag,M5 antag,CHRM4 antagonist,M1 antag,CHRM1 PAM,CHRM5 PAM,TAAR1 ag
COc1ccccc1NC(=O)C(O)C(O)C(=O)Nc1ccccc1OC (centres undefined),1,-1,0,-1,-7,-6,6,-1,3
CC(C)CCNC(=O)CNC(=S)N(Cc1ccccc1)Cc1cccnc1,2,-7,-2,-3,-7,-12,9,-4,-2
O=C(CSc1nnnn1C1CCCCC1)Nc1cccc(NC(=O)c2ccco2)c1,5,-1,7,3,5,2,-12,-9,16
O=C(CCN1C(=O)c2ccccc2C1=O)Nc1cc(F)ccc1F,2,-1,1,-4,-6,-34,14,7,1
CCN1CC2=C(OC(N)=C(C#N)C2c2cccs2)/C(=C/c2cccs2)C1 (centres undefined),8,-2,-1,5,-4,4,-1,-9,18
CC/C(O)=C1\C(=O)CC(c2ccccc2)CC1=NCCc1c(C)[nH]c2ccc(C)cc12 (centres undefined),1,-3,1,4,0,0,-2,-6,0
Nc1ncnc(Sc2ccccc2)c1[N+](=O)[O-],-1,-6,-6,4,11,-1,1,4,2
O=C(COC(=O)/C=C/c1cccc(Br)c1)NC1CCCCCC1,0,-3,0,9,13,-1,0,-1,2
CSCCC(c1nc2ccccc2[nH]1)n1c(/C=C/c2ccc(F)c(F)c2)nc2ccccc21 (centres undefined),0,.,-2,1,5,.,.,-6,-1
Cn1c(=O)n(C)c2cc(S(=O)(=O)Nc3ccc(F)cc3)ccc21,11,5,8,1,-1,1,1,7,4
CN=C(NC(=O)Nc1c(C)cccc1C)NC(=O)Nc1c(C)cccc1C,1,-7,1,-9,1,-2,4,10,0
CN(C)c1ccc(C(=O)n2nnc3ccccc32)cc1,0,2,2,11,-3,-6,16,1,-1
CC(C)(C)C1CCC(=NNC(=O)c2cc(-c3ccccc3)n[nH]2)CC1 (centres undefined),1,-3,0,-3,3,8,-4,0,7
CC(=O)Cc1nsc(NC(=O)c2cn(-c3ccccc3)nc2-c2ccc(Br)cc2)n1,0,-3,1,3,9,-12,13,2,4
COC(=O)[C@H](CC(C)C)NC(=O)Nc1ccc2c(c1)OCCO2,0,-3,-2,6,6,9,-8,-5,7
CC1OC(Nc2ccc(OC(F)(F)F)cc2)C(O)C(O)C1O (centres undefined),0,-3,-1,1,1,-8,7,0,12

Record cards, as listed above. Order of screens: CHRM4 agonist	M1 ag	M5 ag	M5 antag	CHRM4 antagonist	M1 antag	CHRM1 PAM	CHRM5 PAM	TAAR1 ag
Cn1c(=O)n(C)c2cc(S(=O)(=O)Nc3ccc(F)cc3)ccc21 is entered as 11	5	8	1	-1	1	1	7	4
CC(C)(C)C1CCC(=NNC(=O)c2cc(-c3ccccc3)n[nH]2)CC1 (centres undefined) is entered as 1	-3	0	-3	3	8	-4	0	7
CC(=O)Cc1nsc(NC(=O)c2cn(-c3ccccc3)nc2-c2ccc(Br)cc2)n1 is entered as 0	-3	1	3	9	-12	13	2	4

Additional structures follow:
structure,CHRM4 agonist,M1 ag,M5 ag,M5 antag,CHRM4 antagonist,M1 antag,CHRM1 PAM,CHRM5 PAM,TAAR1 ag
CCOC(=O)CN1N=C(/C=C/c2ccc(OC)cc2)CCC1=O,1,1,1,2,-4,-10,-9,-3,14
O=C(CCc1ccc(S(=O)(=O)N2CCOCC2)cc1)OCC(=O)c1ccc(Br)cc1,1,-2,4,4,9,9,-3,1,6
O=C(CSc1nnc(CNc2ccc(F)cc2)o1)OC1CCCCC1,1,-1,1,2,-2,3,9,-1,2
CCCCN(CCNP(=O)(OCC)OCC)CP(=O)(OCC)OCC,1,-1,2,-5,4,-26,-1,-1,6
NN=C1c2ccccc2-c2ccc(N)cc21,1,-3,-1,8,-8,-11,5,12,2
Cn1c(SCC(=O)Nc2nccs2)nnc1-c1ccccn1,0,-2,-2,11,4,-6,1,3,2
COc1cccc(NS(=O)(=O)c2ccc(-n3cccn3)cc2)c1,26,4,4,18,31*,44*,-18,-14,8
CCCCN(C)Cc1c(C)[nH]c2ccc(C)cc2c1=O,1,-4,-2,-3,3,-5,-1,7,2
CC(C)(C)C(=O)O/N=C(\N)c1ccc(Oc2cc(Cl)cc(Cl)c2)c([N+](=O)[O-])c1,0,-1,2,2,-4,-15,13,7,9
Cc1cc(Nc2ccccc2F)n2nc(C)nc2n1,0,1,2,4,-3,-6,13,-4,1
CCCCC#Cc1cncc(C(=O)NN)c1,5,4,1,7,-9,-6,4,-1,-1
Cn1ccnc1SCC(=O)n1c2c(c3ccccc31)CCCC2,0,-10,-4,5,9,-7,6,-3,5
CCOC(=O)C1=CCC(c2ccccc2)N(S(=O)(=O)c2ccccc2C)C1 (centres undefined),-1,-7,-5,-8,2,3,-3,-12,4
O=[N+]([O-])c1ccccc1OCCOCCOc1cccc2cccnc12,2,-6,-2,15,1,-6,5,-8,1
COc1ccc(CSc2nnc(NC(C)=O)s2)cc1[N+](=O)[O-],1,-6,-4,0,-6,-8,4,0,7
Cc1cccc(NC(=O)C(C)SCc2nc3sc(C)c(C)c3c(=O)[nH]2)n1 (centres undefined),1,-4,0,4,2,3,0,1,2
CC(C)(C)c1cc(=O)[nH]c(SCc2ccccc2)n1,-2,-7,1,6,12,-4,8,0,0
O=C(c1c(O)c2ccccc2oc1=O)C1CCC1,0,-3,1,-4,1,-7,5,4,3
CN1CCN(C2CN(Cc3cn(Cc4ccc(C(F)(F)F)cc4)nn3)S(=O)(=O)C2)CC1 (centres undefined),0,.,-2,-6,-17,.,.,2,10
CCCCC(=O)Nc1ccc(C(=O)Nc2ccc3c(c2)OCO3)cc1,3,-2,1,7,0,-10,9,0,5
FC(F)(F)c1cc(N2CCNCC2)c2ccccc2n1,0,-8,-11,2,-6,-3,1,6,0
C[C@@H]1CN([C@H](C)CO)C(=O)c2cc(NC(=O)Nc3ccc(F)cc3)ccc2O[C@H]1CN(C)C(=O)Nc1ccc(C(F)(F)F)cc1,2,-3,0,-1,-6,-9,1,6,.
CCOC(=O)c1ccc(NC(=O)c2nc[nH]c2C(=O)NCCNC(=O)c2[nH]cnc2C(=O)Nc2ccc(C(=O)OCC)cc2)cc1,5,0,8,8,15,3,3,-12,21
COc1ccc(N2CCN(C(=O)c3[nH]c(C(F)(F)F)nc3-c3ccccc3)CC2)cc1,2,-2,2,8,5,-17,1,1,0
CC(=O)c1cc2c(cc1NC(=O)CCn1cnnn1)OCO2,1,-1,-1,2,8,-9,15,3,-2
Cc1cc(C(=O)OCC(=O)N(C)c2ccccc2)ccc1[N+](=O)[O-],8,-7,-4,21,5,15,-9,-14,1
CC1=C(C(=O)OCc2ccccc2)C(c2ccccc2Cl)NC(=O)N1CCCCCC(=O)O (centres undefined),1,-6,-3,-2,-7,-7,8,15,4
COc1ccc(Cl)cc1NC(=O)N1CCN(C2CCCCC2)CC1,1,-6,-1,-5,2,-13,9,2,.
CC1CCC(NC(=O)C2CCC(CNS(=O)(=O)c3cccc4cccnc34)CC2)CC1 (centres undefined),2,-3,-3,13,-2,-2,4,-4,2
COc1cc(C)c(C(C)C)cc1S(=O)(=O)n1ccnc1,1,0,0,12,-8,-7,6,-4,0
Cc1ccc(C)c(C(O)c2ncc(-c3ccc(Cl)cc3)[nH]2)c1 (centres undefined),7,5,5,4,-11,-16,12,-4,11
CC(C)Cn1c(SCC(=O)N(C)C2CCS(=O)(=O)C2)nc2cc(Cl)ccc2c1=O (centres undefined),0,-3,3,-1,-1,-21,15,4,-1

Random excerpt: two records from the list, in no set order.
structure,CHRM4 agonist,M1 ag,M5 ag,M5 antag,CHRM4 antagonist,M1 antag,CHRM1 PAM,CHRM5 PAM,TAAR1 ag
CC(=O)c1cc2c(cc1NC(=O)CCn1cnnn1)OCO2,1,-1,-1,2,8,-9,15,3,-2
COc1cc(C)c(C(C)C)cc1S(=O)(=O)n1ccnc1,1,0,0,12,-8,-7,6,-4,0

Following part:
structure,CHRM4 agonist,M1 ag,M5 ag,M5 antag,CHRM4 antagonist,M1 antag,CHRM1 PAM,CHRM5 PAM,TAAR1 ag
COC(=O)c1cc(OC)c(OC)cc1NC(=S)N1CCN(C/C=C/c2ccccc2)CC1,0,-7,-3,-7,2,5,-3,-5,1
O=C(N/C(=C/c1ccc(Br)cc1)C(=O)N1CCCC1)c1ccccc1F,1,-7,2,1,3,-3,3,0,9
COC(=O)c1cc2c(C)nn(C)c2s1,0,-2,3,9,2,-18,5,0,-1
Cc1ccc(-n2c(SCC(=O)NCC3CCCO3)nc3n[nH]c(C)c3c2=N)cc1Cl (centres undefined),0,-7,-6,-7,-14,8,-10,-8,2
O=P(CCN1CCCCC1)(c1ccccc1)c1ccccc1,0,-6,-6,6,-5,71*,-23,-17,3
O=[N+]([O-])c1ccc(-c2n(-c3ccccn3)c3ccccc3[n+]2-c2ccccn2)cc1,0,-6,-3,4,-3,-17,8,5,0
O=C(c1ccccc1Cl)N(Cc1ccc(Br)cc1)N1C(=O)CCCC1=O,3,-3,-1,2,-19,-18,6,3,1
CC(C)CN(C(=O)COC(=O)c1ccc2c(c1)OCO2)c1c(N)n(Cc2ccccc2)c(=O)[nH]c1=O,1,4,3,-5,-13,-15,10,10,9
C[C@H](CO)N1C[C@H](C)[C@@H](CN(C)S(=O)(=O)c2cn(C)cn2)Oc2ccc(NC(=O)Nc3ccccc3)cc2C1=O,-2,-5,0,14,2,-2,5,-6,2
O=C(Nc1ccncc1)Nc1ccc(F)cc1F,1,-3,-1,-6,-3,5,-1,-5,47*
C#CCNC(=O)C[C@@H]1C[C@@]2(C(=O)OCC)CCCC=C2N(CCC2=CCCCC2)C1=O,8,.,0,-1,-19,.,.,-5,1
Cc1cc(NC(=O)C2Oc3ccccc3OC2C)no1 (centres undefined),2,-8,-1,9,1,-13,12,-4,1
Fc1ccccc1NC(=S)Nc1cccc2cnccc12,2,-5,-4,5,13,3,1,-2,5
CCOc1cc(C(=O)NCC(=O)N2CCC3(CC2)NCCc2[nH]cnc23)cc(OCC)c1OCC,-1,-9,-4,21,13,-14,6,-9,1
CC(=O)Nc1cccc(NC(=O)CSc2nc(C3CC3)nc3ccccc23)c1,13,0,3,12,4,2,-8,-6,6
